Assay outcomes as filed in PubChem.
ERp5 inh: blocks human ERp5 reductase activity on insulin; 0.05% of 350,000 active; ERp5 insulin aggregation, absorbance 650 nm, 90 min; AID 651711; Q15084; inhibition, % at 9.99 µM;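 active = mean replicate inhibition above about 25%, with every replicate also reaching it, limit read from the data, passing the limit was not always enough; inconclusive = only one of those two criteria met; inactive = neither criterion met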
Target sequence (Q15084 whole entry, looked up): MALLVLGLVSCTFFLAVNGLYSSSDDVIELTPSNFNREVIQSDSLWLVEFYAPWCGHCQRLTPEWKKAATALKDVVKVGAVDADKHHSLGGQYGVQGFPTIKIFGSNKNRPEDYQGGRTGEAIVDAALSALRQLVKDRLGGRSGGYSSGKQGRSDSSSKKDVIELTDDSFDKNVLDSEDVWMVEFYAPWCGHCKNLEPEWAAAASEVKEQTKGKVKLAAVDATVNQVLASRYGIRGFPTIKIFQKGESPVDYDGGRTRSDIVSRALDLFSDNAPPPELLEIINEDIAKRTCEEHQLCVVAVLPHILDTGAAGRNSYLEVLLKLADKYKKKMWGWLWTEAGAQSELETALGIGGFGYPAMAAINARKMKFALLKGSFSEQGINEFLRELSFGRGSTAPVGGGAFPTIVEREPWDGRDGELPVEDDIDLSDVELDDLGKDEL
S100A4 MyoIIA: inhibitors of human S100A4 binding to myosin IIA peptide; S100A4/TAMRA-MyoIIA peptide fluorescence polarization; inhibition, % at 10.7 µM; 0.14% of 360,000 active; AID 652163;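 active = mean inhibition of at least 70% across replicates, with every replicate also reaching that level; inconclusive = mean inhibition reaches 70% but some replicates fall short; inactive = mean inhibition below 70%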
Target sequence (P26447 whole entry, looked up): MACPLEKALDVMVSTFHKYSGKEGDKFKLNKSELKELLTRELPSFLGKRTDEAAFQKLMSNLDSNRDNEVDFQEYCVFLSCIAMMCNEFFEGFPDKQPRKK
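Test system: S100A4 monomer protein; Medium: HEPES pH 7.2 with CaCl2, KCl, NaCl, DTT, Triton; Probe or stimulus: TAMRA-labelled myosin IIA heavy-chain peptide probe, 5 nM; Doses: one dose per compound; Times: polarization read 5 min after assay mix addition, stable 5–60 min; Benchmarks: neutral control DMSO, positive control TFP.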
DENV2 CPE: protects cells from dengue virus 2 cytopathic effect | DENV2-infected cells, cytopathic effect rescue, plate reader | CPE inhibition, % at 9.99 µM | 1.7% of 350,000 active; in the data active = CPE inhibition above about 20%, passing the limit was not always enough; inconclusive = no clear call, values can overlap the other calls; tested in BHK-21 cells;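 note: 0% = median of neutral control wells and 100% = median of positive control wells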
C2C12 statin: suppression of simvastatin myotoxicity. C2C12 myotubes + simvastatin, ATP luminescence, 48 h; scaled: DMSO 0, geranylgeraniol control 100. rescue of ATP level, % at 7.49 µM. 0.78% of 330,000 active. AID 602340;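 active = mean ATP rescue above about 67%, or every replicate alone reaching that limit, limit read from the data, passing the limit was not always enough; inconclusive = no clear call, values can overlap the other calls; inactive = mean under the limit and some replicate under it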;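 note: myotubes were challenged with 10 µM simvastatin during compound exposure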
E-selectin induc: induces E-selectin expression in human endothelial cells. HUVEC E-selectin immunofluorescence imaging; normalized: neutral wells 0, TNF-alpha wells 100. activation, % at 7.58 µM. 0.37% of 260,000 active. P16581;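 active = mean E-selectin-positive cell signal at least 10% of the positive control, reached in at least 60% of replicates, without over 20% cell loss; inconclusive = no rule given, readout overlaps actives, possibly toxicity-flagged; inactive = the rest, including those meeting only one limit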;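 note: in these data hits start at about 27%; measured in HUVEC primary endothelial cells; signal is the percent of cells scored E-selectin positive by PE staining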
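Test system: HUVEC | Signal: Immunofluorescence imaging | Read-out: Percent E-selectin-positive cells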
SIRT5 block: blocks human SIRT5 desuccinylation of peptide; inhibition, % at 15 µM; Q9NXA8; Purified SirT5, succinyl-peptide AMC, trypsin-coupled fluorescence; 1.1% of 330,000 active; in the data active = inhibition above about 15%; inconclusive = no clear call, values can overlap the other calls
Target sequence (Q9NXA8 whole entry, looked up): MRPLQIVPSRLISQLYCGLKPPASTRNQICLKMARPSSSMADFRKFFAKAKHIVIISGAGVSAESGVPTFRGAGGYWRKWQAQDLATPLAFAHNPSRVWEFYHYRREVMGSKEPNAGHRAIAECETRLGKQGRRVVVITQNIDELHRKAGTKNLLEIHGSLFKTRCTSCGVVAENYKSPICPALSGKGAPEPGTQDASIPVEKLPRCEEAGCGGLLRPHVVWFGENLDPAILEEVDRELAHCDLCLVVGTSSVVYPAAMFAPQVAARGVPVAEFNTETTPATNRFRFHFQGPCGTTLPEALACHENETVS
PglD inh: blocks C. jejuni PglD acetyltransferase activity; purified PglD enzyme, DTNB colorimetric CoA detection; inhibition, % at 12.5 µM; 0.098% of 360,000 active; in the data active = inhibition above about 16%, passing the limit was not always enough; inconclusive = no clear call, values can overlap the other calls; note: strong numbers were not always called active
Numbers without * were called inactive. An excerpt, so the mix of outcomes need not match the whole.

COc1ccc(CCN(C)Cc2ccncc2)cc1OC was read as ERp5 inh -5, S100A4 MyoIIA -2, DENV2 CPE -4, SIRT5 block 0 and PglD inh -7.
N=C1c2ccccc2CN1NC(=O)c1ccco1 was read as ERp5 inh -3, S100A4 MyoIIA 2, DENV2 CPE 0, C2C12 statin 1 and PglD inh 0.
C[C@]12CCC(=O)C[C@@H]1CC[C@@H]1[C@@H]2CC[C@]2(C)[C@@H](O)CC[C@@H]12 was read as ERp5 inh 10, S100A4 MyoIIA 5, DENV2 CPE -6, C2C12 statin -7 and PglD inh 1.
`COc1cccc(-c2ccc([C@H]3[C@@H](CO)N4CCCCN(C(=O)Cc5ccncc5)C[C@@H]34)cc2)c1` gave ERp5 inh 2, S100A4 MyoIIA -7, DENV2 CPE 27*, E-selectin induc -0.3, SIRT5 block 3 and PglD inh 2.
For COc1ccc(NC(=O)N2C[C@@H]3C[C@@H](C2)c2cccc(=O)n2C3)c(OC)c1 the results were ERp5 inh -1, S100A4 MyoIIA 1, DENV2 CPE -12, C2C12 statin 1, SIRT5 block -1 and PglD inh 0.
CN=C1CN(O)C(c2ccccc2)=c2cc(Cl)ccc2=N1 was read as ERp5 inh 5, S100A4 MyoIIA -4, DENV2 CPE -8, C2C12 statin -1, E-selectin induc 1.3, SIRT5 block -1 and PglD inh 4.
For CN1CCN(C(=O)COc2ccc3ccccc3c2Br)CC1 the results were ERp5 inh -4, S100A4 MyoIIA -3, DENV2 CPE 12, C2C12 statin 9, SIRT5 block 2 and PglD inh 3.
For CC1(C)C2SCC(=O)N2CCN1CC(=O)NN (stereo not given) the results were ERp5 inh 3, S100A4 MyoIIA 0, DENV2 CPE 10, C2C12 statin 9, E-selectin induc -0.1, SIRT5 block -5 and PglD inh -6.
`CN(Cc1ccccc1)C1CCCN(C(=O)COc2ccccc2Cl)C1` (stereo not given) gave ERp5 inh 0, S100A4 MyoIIA 2, DENV2 CPE inconclusive, C2C12 statin -4, E-selectin induc -0.2, SIRT5 block 1 and PglD inh -1.
CCn1c(C)cc(/C=C2\C(=O)NC(=O)N(c3ccccc3C)C2=O)c1C was read as ERp5 inh 1, S100A4 MyoIIA 13, DENV2 CPE -6, SIRT5 block -1 and PglD inh -5.
`O=c1c2ccccc2nc(/C=C/c2ccccn2)n1-c1ccccc1` gave ERp5 inh 0, S100A4 MyoIIA 27, DENV2 CPE 11, C2C12 statin -1, SIRT5 block -2 and PglD inh -1.
For Cc1ccc(OCC(=O)N2CCN(Cc3ccc([N+](=O)[O-])cc3)CC2)cc1 the results were ERp5 inh 1, S100A4 MyoIIA -6, DENV2 CPE 13, C2C12 statin 10, E-selectin induc 6.2, SIRT5 block -6 and PglD inh 0.
`COc1ccc(O)c(CN2CCCC(C(=O)c3ccccc3SC)C2)c1` (stereo not given) gave ERp5 inh -2, S100A4 MyoIIA -1, DENV2 CPE 5, E-selectin induc -0.1 and SIRT5 block -7.
COc1ccc(N=C(C)c2c(O)[nH]c(=O)[nH]c2=O)cc1 was read as ERp5 inh 1, S100A4 MyoIIA 4, DENV2 CPE 0, C2C12 statin 2, SIRT5 block -2 and PglD inh -3.
Cc1ccc2occ(CN3CC4CC(C3)c3cccc(=O)n3C4)c(=O)c2c1 (stereo not given) was read as ERp5 inh -1, S100A4 MyoIIA -1, DENV2 CPE 4, C2C12 statin -10, SIRT5 block -11 and PglD inh 2.
For COC(=O)C1=C(c2cccc(OC)c2OC)C[C@@H]2CC[C@H]1N2C(=O)N1CCC(C)CC1 the results were ERp5 inh 12, S100A4 MyoIIA 6, DENV2 CPE inconclusive, C2C12 statin -2, E-selectin induc 0.0, SIRT5 block -2 and PglD inh 1.
For CN(C)CC1CCCCC1=O (stereo not given) the results were ERp5 inh 5, S100A4 MyoIIA -5, DENV2 CPE -10, E-selectin induc -0.3 and SIRT5 block -6.
Screening CC(C)(C)n1nnnc1C(C1CC1)N1CCC2(CC1)C(=O)NCN2c1ccccc1 (stereo not given) returned ERp5 inh 2, S100A4 MyoIIA -3, DENV2 CPE 1, C2C12 statin 1, E-selectin induc 3.1, SIRT5 block -6 and PglD inh 3.
`O=P(N1CCCCCC1)(N1CCCCCC1)N1CC1` gave ERp5 inh 7, S100A4 MyoIIA -6, DENV2 CPE -1, C2C12 statin -7, SIRT5 block 2 and PglD inh 2.
`COc1ccc(C=C2C(=O)NC(=S)NC2=O)cc1OC` gave ERp5 inh -2, S100A4 MyoIIA -4, DENV2 CPE 0, C2C12 statin -3, E-selectin induc -0.5, SIRT5 block 2 and PglD inh -1.
Screening CC(C)(C)c1cc(O)ccc1O returned ERp5 inh -5, S100A4 MyoIIA 0, DENV2 CPE -1, E-selectin induc 0.1 and SIRT5 block -3.
For Cc1oc(-c2ccccc2)nc1CN1C(=O)CN=C(c2ccccc2)c2ccccc21 the results were ERp5 inh 0, S100A4 MyoIIA 0, DENV2 CPE 10, C2C12 statin 38, E-selectin induc 0.4, SIRT5 block 0 and PglD inh 4.
O=C1NC(=O)N(c2ccccc2)C(=O)/C1=C/c1coc2ccc(O)cc2c1=O was read as ERp5 inh -2, S100A4 MyoIIA -26, DENV2 CPE 1, C2C12 statin 2, E-selectin induc 0.1, SIRT5 block 2 and PglD inh 6.
Screening N#CC12CC(=O)N1Cc1cnnn1-c1ccccc12 (stereo not given) returned ERp5 inh 2, S100A4 MyoIIA 2, DENV2 CPE 5, C2C12 statin -3, E-selectin induc 0.3, SIRT5 block -3 and PglD inh -2.
For C/C=C/c1ccc([C@H]2[C@@H](CO)N3CCCCN(C(=O)Cc4ccncc4)C[C@H]23)cc1 the results were ERp5 inh -1, S100A4 MyoIIA -6, DENV2 CPE inconclusive, C2C12 statin -17, E-selectin induc -0.1, SIRT5 block 5 and PglD inh 2.
For C(=NN1CCCCCC1)c1c[nH]c2ccccc12 the results were ERp5 inh -1, S100A4 MyoIIA 0, DENV2 CPE 4, C2C12 statin 0, E-selectin induc 0.1, SIRT5 block -2 and PglD inh -4.
CC(=O)Nc1ccc(CC(=O)N2CCN(Cc3ccccc3)CC2)cc1 was read as ERp5 inh 3, S100A4 MyoIIA -2, DENV2 CPE -1, C2C12 statin 9, SIRT5 block 0 and PglD inh -1.
For Cc1ccc(N2C(=O)NC(=O)/C(=C\c3ccoc3)C2=O)cc1 the results were ERp5 inh 3, S100A4 MyoIIA -33, DENV2 CPE 8, C2C12 statin 3, SIRT5 block 6 and PglD inh -6.
Screening CC(C)=CCC12CN3CCN(CC(C3)C1=O)C2 returned C2C12 statin 15, E-selectin induc 0.1 and PglD inh 2.
`O=C(O)c1ccc(NC(=O)N2C[C@H]3C[C@@H](C2)c2cccc(=O)n2C3)cc1` gave ERp5 inh 9, S100A4 MyoIIA 1, DENV2 CPE inconclusive, C2C12 statin 7, SIRT5 block -1 and PglD inh -5.
Screening CC(=O)c1ccc(OCC(=O)N2CCCC(N3CCN(c4ccccc4C)CC3)C2)cc1 (stereo not given) returned ERp5 inh -19, S100A4 MyoIIA -40, DENV2 CPE 1, SIRT5 block -1 and PglD inh 3.
COC(=O)[C@@H]1N=C(c2ccc(OC)cc2)O[C@]12C(=O)N(C)c1ccc(Cl)cc12 was read as ERp5 inh 0, S100A4 MyoIIA -5, DENV2 CPE -12, E-selectin induc 0.8 and SIRT5 block -2.
`COC(=O)C1=C(c2cccc(OCc3ccccc3)c2)C[C@@H]2CC[C@H]1N2C(=O)NCc1cccc(OC)c1` gave ERp5 inh 5, S100A4 MyoIIA -8, DENV2 CPE -7, C2C12 statin 4, SIRT5 block 10 and PglD inh -1.
For ClCCN(CCCl)c1ccc(C2=NCCc3ccccc32)cc1 the results were ERp5 inh 7, S100A4 MyoIIA 1, DENV2 CPE 4, C2C12 statin -20 and E-selectin induc -0.3.
Screening COP(=S)(OC)c1c(C)nn(CCC#N)c1NC(=O)c1ccc(Cl)cc1 returned ERp5 inh -2, S100A4 MyoIIA -2, DENV2 CPE 4, C2C12 statin -10, SIRT5 block -3 and PglD inh -6.
O=Cc1cn(Cc2c(F)cccc2Cl)c2ccccc12 was read as ERp5 inh inconclusive, S100A4 MyoIIA 1, DENV2 CPE 0, C2C12 statin 3, E-selectin induc -0.1, SIRT5 block 0 and PglD inh 4.
Screening C=CC(=O)OCCO returned ERp5 inh -1, S100A4 MyoIIA -2, DENV2 CPE -1, C2C12 statin -12, SIRT5 block -1 and PglD inh 0.
Screening Fc1ccc(CNCCc2ccccc2)cc1 returned ERp5 inh -4, S100A4 MyoIIA 7, DENV2 CPE 0, E-selectin induc -0.1 and SIRT5 block 0.
For COc1ccc(-n2c(O)c(C=NCCN3CCN(C(C)=O)CC3)c(=O)[nH]c2=S)cc1 the results were ERp5 inh 4, S100A4 MyoIIA 2, DENV2 CPE 5, C2C12 statin 3, E-selectin induc -1.7, SIRT5 block 0 and PglD inh 2.
For CCOP(=S)(OCC)Oc1cc(C)nc(C(C)C)n1 the results were ERp5 inh -8, S100A4 MyoIIA 1, DENV2 CPE 6, C2C12 statin 6, E-selectin induc 0.6, SIRT5 block 0 and PglD inh 2.
C[n+]1ccc(-c2ccncc2)cc1 was read as ERp5 inh -2, S100A4 MyoIIA -3, C2C12 statin 31, SIRT5 block -2 and PglD inh 0.
Screening COc1ccc(C2=NCC(=S)Nc3ccc(Cl)cc32)cc1Cl returned ERp5 inh 2, S100A4 MyoIIA -5, DENV2 CPE 5 and SIRT5 block 0.
Screening Oc1c(Cl)cccc1Cc1cc(Cl)cc(Cl)c1O returned ERp5 inh -6, S100A4 MyoIIA -2, DENV2 CPE -6, C2C12 statin -145, E-selectin induc 0.0 and PglD inh 0.
CCC1=CCN(CCc2c(C)[nH]c3ccccc23)CC1 was read as ERp5 inh 7, S100A4 MyoIIA 0, DENV2 CPE -2, C2C12 statin -4, SIRT5 block -1 and PglD inh -6.
`O=C(NC(=O)N1CCC2(CC1)OCCO2)c1ccc(Cl)cc1` gave ERp5 inh 1, S100A4 MyoIIA 0, DENV2 CPE 13, C2C12 statin -14, E-selectin induc 0.8, SIRT5 block 0 and PglD inh -3.
For O=C(N/N=C/c1c(O)n(Cc2ccc(F)cc2)c(=S)[nH]c1=O)c1ccncc1 the results were ERp5 inh -2, S100A4 MyoIIA -17, DENV2 CPE -1, C2C12 statin 0, E-selectin induc 25, SIRT5 block 7 and PglD inh 0.
For COc1ccccc1-n1c(O)c(/C=N/NC(=S)Nc2ccccc2)c(=O)[nH]c1=S the results were ERp5 inh 7, S100A4 MyoIIA -83, DENV2 CPE 0, E-selectin induc 12, SIRT5 block 0 and PglD inh 5.
For COc1ccc2ccc(O)c(CN3CC=C(c4ccccc4)CC3)c2c1 the results were ERp5 inh 1, S100A4 MyoIIA -2, DENV2 CPE -5, E-selectin induc 0.9 and SIRT5 block -1.
For CC(C)OP(=O)(Oc1ccc(C(O)C(Cl)(Cl)Cl)cc1)OC(C)C (stereo not given) the results were ERp5 inh -2, S100A4 MyoIIA -1, DENV2 CPE -3, E-selectin induc -0.3, SIRT5 block -3 and PglD inh -7.
